# GC-A act – GC-A (human) enzyme activation; HEK293 GC-A cells, cGMP TR-FRET, EC30 ANP; 0% at EC30 ANP, 100% saturating ANP; activation, % at 10 µM; hit rate 0.14% among 370,000; AID 1671463; in the data active = activation above about 40%
# ADAM10 inh – inhibits human ADAM10 | hit rate 0.62% among 370,000 | inhibition, % at 7 µM | O14672 | recombinant ADAM10, EDANS/DABCYL FRET peptide cleavage, 3 h;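 active = inhibition above a per-campaign cutoff equal to the mean of compounds falling between control-based bounds plus 3 SD, cut at about 20% in these data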;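 note: 0% = DMSO wells while the 100% control is not disclosed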
# SMARCA2 act – SMARCA2 function activation, primary screen | MG213 cells, MMTV-luciferase reporter, dexamethasone, overnight | activation, % at 9.1 µM | hit rate 1% among 370,000 | AID 652017; in the data active = activation above about 7.8%;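 note: 0% = vehicle wells and 100% = reference activator wells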
# DAX1 inh-1 – inhibitors of human orphan nuclear receptor DAX1 (NR0B1); P51843; HEK293 Gal4-DAX1 luciferase reporter, luminescence; inhibition, % at 6.75 µM; hit rate 0.99% among 340,000; AID 504766;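 active = inhibition above the mean over all tested compounds plus 3 SD, cut at about 4.2% in these data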;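 note: 0% = DAX1-transfected cells with DMSO and 100% = empty-vector control cells with DMSO; inhibition shows as a rise in luminescence from relieved DAX1 repression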
# Target sequence (P51843 207-470 limits assumed): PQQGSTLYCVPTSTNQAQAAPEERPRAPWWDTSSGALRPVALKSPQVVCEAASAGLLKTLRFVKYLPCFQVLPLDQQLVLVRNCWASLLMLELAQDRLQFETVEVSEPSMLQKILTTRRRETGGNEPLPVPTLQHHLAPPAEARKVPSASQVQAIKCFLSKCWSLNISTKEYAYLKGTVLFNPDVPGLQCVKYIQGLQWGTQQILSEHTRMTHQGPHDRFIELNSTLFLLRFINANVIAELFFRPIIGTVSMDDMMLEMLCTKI
# NPR2 activator – GC-B (human) receptor activation. activation, % at 10 µM. AID 1920062. hit rate 0.11% among 370,000. HEK293-GC-B cells, CNP EC30, cGMP TR-FRET; 0% at EC30 CNP, 100% saturating CNP;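 active = activation at 10 µM reaching about 35% in either raw or pattern-adjusted values, limit read from the data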
# sPLA2-III inh – Inhibits HGIII-sPLA2 liposome hydrolysis, primary screen; Q9NZ20; QFRET BODIPY PC-A2 liposome hydrolysis, fluorescence; inhibition, % at 12.2 µM; hit rate 0.56% among 370,000; AID 743126;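 active = inhibition above mean plus 3 SD of compounds lying within the high and low control bounds, cut at about 19% in these data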;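 note: 0% = median of test compound wells and 100% = no enzyme DMSO wells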
# Target sequence (Q9NZ20 whole entry, looked up): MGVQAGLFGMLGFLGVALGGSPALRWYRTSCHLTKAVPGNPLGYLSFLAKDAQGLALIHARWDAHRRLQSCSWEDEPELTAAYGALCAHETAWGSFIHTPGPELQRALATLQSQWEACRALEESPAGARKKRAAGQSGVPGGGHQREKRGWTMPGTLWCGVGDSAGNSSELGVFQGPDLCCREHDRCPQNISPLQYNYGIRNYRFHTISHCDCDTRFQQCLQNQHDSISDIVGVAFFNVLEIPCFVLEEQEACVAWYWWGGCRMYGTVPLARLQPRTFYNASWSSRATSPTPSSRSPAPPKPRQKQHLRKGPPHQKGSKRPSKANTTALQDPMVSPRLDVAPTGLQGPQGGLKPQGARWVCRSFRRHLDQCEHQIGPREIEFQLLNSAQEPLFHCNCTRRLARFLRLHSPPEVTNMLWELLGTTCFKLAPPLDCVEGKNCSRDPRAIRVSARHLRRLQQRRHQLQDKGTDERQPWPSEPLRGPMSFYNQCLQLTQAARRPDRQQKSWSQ
# hgDAF12 agonist – agonists of H. glycines DAF-12 nuclear receptor. HEK293 GAL4-hgDAF12 UAS-luciferase reporter, agonist luminescence; normalized to butyrate control. activation, % at 6.8 µM. hit rate 1.8% among 370,000. AID 687014;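 active = activation above a cutoff set at the mean of all screened compounds plus 3 SD, cut at about 10% in these data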;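 note: 0% = DMSO wells and 100% = sodium butyrate wells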
# GAA850 FXN act – activators of GAA850 frataxin (FXN) promoter; HEK293 lucGAA850 FXN promoter luciferase reporter, 24 h; percent of 10 µM SAHA response; activation, % at 6 µM; hit rate 0.56% among 360,000; AID 540364;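 active = activation above the average of all compounds screened plus 3 SD, cutoff fixed separately per campaign, cut at about 7.5% in these data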;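 note: 0% = DMSO wells and 100% = 10 µM SAHA wells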
# ssDAF-12 act – S. stercoralis DAF-12 activation, primary screen; HEK293 ssDAF-12/GRIP1 lit1-tk-luc reporter, luminescence; % of 3 µM dafachronic acid response; hit rate 1% among 370,000; AID 652126; activation, % at 6.8 µM;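 active = activation above the mean over all tested compounds plus 3 SD, cut at about 0.9% in these data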;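 note: 0% = DMSO-only wells and 100% = 3 µM delta7-dafachronic acid wells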
# hcDAF-12 act – H. contortus DAF-12 activation, primary screen; HEK293 hcDAF-12 lit1-tk-luc reporter, luminescence; 0% DMSO, 100% Δ7-dafachronic acid; AID 652067; hit rate 1.4% among 370,000; activation, % at 6.8 µM;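 active = activation above the mean of all tested compounds plus 3 SD, cut at about 5.5% in these data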;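 note: 100% = response to 3 µM Δ7-dafachronic acid high control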
# DAX1 inh-2 – inhibitors of DAX1 repression of SF-1 activated StAR promoter. HEK293T StAR-luciferase reporter, SF-1/DAX-1 repression relief. inhibition, % at 6.8 µM. hit rate 1.1% among 370,000. AID 652010;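 active = inhibition above the mean over all tested compounds plus 3 SD, cut at about 3.6% in these data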;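 note: 0% = DAX-1 cells with DMSO and 100% = cells lacking DAX-1 with DMSO; higher inhibition means more luminescence from relief of DAX-1 repression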
# * = called active by the depositor; nt = no result given. Outcome played no part in choosing rows; 6.6% or so of the library scored in one or more.
SMILES,GC-A act,ADAM10 inh,SMARCA2 act,DAX1 inh-1,NPR2 activator,sPLA2-III inh,hgDAF12 agonist,GAA850 FXN act,ssDAF-12 act,hcDAF-12 act,DAX1 inh-2
C=CCN1C(=O)C2C(C(=O)NCc3ccccc3)C3C=CC2(O3)C1C(=O)NC(C)(C)C (centres undefined),-3.5,3.7,6.5,0.8,0.0,0.6,0.4,1.2,-1.2,-0.1,-0.9
C=CC[C@@H](CC(=O)NCCO)C(=O)NC[C@H](OC(=O)[C@@H](CC=C)Cc1ccc(F)cc1)c1ccccc1,-6.5,0.5,-0.2,-3.4,-4.5,-12.4,-5.0,-4.9,-1.7,-3.3,-0.9
COc1ccc(S(=O)(=O)N(C)C[C@@H]2OCc3cn(nn3)CCCC(=O)N([C@H](C)CO)C[C@H]2C)cc1,-2.2,-11.5,7.6,nt,4.6,3.3,0.0,nt,-1.4,0.8,3.7*
CCn1cc(S(=O)(=O)CC(=O)Nc2ccc(OC)cc2)c2ccccc21,-0.6,-4.6,-2.9,-0.9,-6.0,-10.6,0.6,1.2,-0.7,-1.7,-0.2
O=C(C[C@H]1C(=O)N(Cc2ccccc2)C[C@@H]1Cc1ccccc1)Nc1ccc(Br)cc1,-2.2,2.4,-4.1,1.6,0.4,-5.9,-3.5,-0.6,0.8,-2.1,-0.4
O=C(Cn1cc(/C=N/NC(=O)c2cccc3ccccc23)c2ccccc21)Nc1ccc(F)cc1,-3.9,12.2,3.7,-1.9,-3.1,-1.4,0.5,-1.6,-1.1,-1.5,-0.8
COc1cccc(CC2(CO)CCN(Cc3ccc(NC(C)=O)cc3)CC2)c1,-2.8,1.3,-0.7,-1.3,6.2,2.2,-3.1,1.2,-1.2,1.9,0.5
CC(C)c1nnc(SCC(=O)N2CCc3ccccc32)n1C,-1.7,-6.6,-2.7,0.6,1.2,1.6,0.4,0.6,0.4,0.3,0.2
Cc1ccccc1OCCC(=O)Nc1c(C)n(C)n(-c2ccccc2)c1=O,-1.2,-7.4,-3.1,-0.2,0.3,8.7,-0.8,-2.8,-1.6,0.3,-0.2
Cc1nn2c(-c3ccc(Cl)cc3Cl)nnc2s1,2.6,1.9,1.4,0.2,-1.2,3.5,3.0,2.5,-1.4,-0.9,-0.5

# Single values from above:
# sPLA2-III inh, `CCn1cc(S(=O)(=O)CC(=O)Nc2ccc(OC)cc2)c2ccccc21` : -10.6
# GC-A act, `COc1ccc(S(=O)(=O)N(C)C[C@@H]2OCc3cn(nn3)CCCC(=O)N([C@H](C)CO)C[C@H]2C)cc1` : -2.2

# Following part:
SMILES,GC-A act,ADAM10 inh,SMARCA2 act,DAX1 inh-1,NPR2 activator,sPLA2-III inh,hgDAF12 agonist,GAA850 FXN act,ssDAF-12 act,hcDAF-12 act,DAX1 inh-2
Cc1ccc(CS(=O)Cc2ccc(C(=O)NCc3cccs3)o2)cc1 (centres undefined),-2.5,-9.3,1.9,0.1,1.0,7.1,-2.0,1.3,-1.6,0.3,-2.4
CN1CCN(S(=O)(=O)c2ccc(C#N)cc2)C(c2ccccc2)C1 (centres undefined),-0.3,6.3,-2.0,0.4,0.8,-1.9,3.2,1.4,-0.5,-1.7,-1.1
COc1ccc(/C=C2\CN(Cc3ccccc3)C/C(=C\c3ccc(OC)cc3OC)C2=O)c(OC)c1,-1.3,10.4,-1.5,-2.7,0.1,-0.7,-4.9,-5.7,-1.9,-1.6,-1.7
CCn1c(SCC(=O)N2CCc3ccccc32)nnc1-c1ccncc1,-0.4,-2.7,-1.1,0.5,-3.6,2.0,-0.8,0.7,-1.4,1.4,0.0
CSc1nc(-c2ccccc2)nc(C(C)C)n1,-2.4,2.4,-1.1,0.1,8.9,1.5,-1.6,-0.3,-1.1,1.4,-0.6
Cc1cc(Oc2ccc(=O)n(C)n2)nc(Oc2ccc(=O)n(C)n2)n1,-3.0,1.3,2.2,0.2,-3.2,1.9,-0.9,-0.1,-1.0,-1.5,0.0
Cc1cc(C)nc(SCC(=O)NN=Cc2ccc(C)o2)n1,0.5,-4.9,-0.2,0.1,2.4,5.0,2.5,0.3,-1.1,-1.6,-0.3
O=C(c1nnsc1S(=O)c1ccc(Cl)cc1)N1CCOCC1 (centres undefined),2.8,3.6,-8.5,-1.5,0.2,-3.5,-1.5,-3.8,-1.4,-1.0,-1.4
CC(C)(C)NC(=O)CN(C(=O)CNC(=O)c1cccs1)c1ccc2c(c1)OCCO2,0.5,-5.0,-1.5,-0.9,-1.5,-0.6,-0.9,-1.3,-1.8,0.0,-0.7
Cc1ccc(NC(=O)CNc2cccc(S(=O)(=O)N3CCOCC3)c2)cc1F,1.5,-6.9,-1.2,1.2,-3.5,-13.2,-2.5,-0.5,-0.4,-1.8,-1.2
Cc1nc(SCc2ccccc2)[nH]c(=O)c1CC(=O)OCC(C)C,-2.9,-5.8,-1.3,-1.1,-2.3,-14.8,1.0,-0.2,-1.5,-0.8,0.1
COc1ccc(Cl)cc1NC(=O)CN1CCc2ccccc21,-13.5,6.8,0.7,0.2,-10.0,3.4,-1.4,0.3,-0.6,2.0,-0.5
COc1cc(NC(=O)CSc2nc3cc(C)ccc3cc2C)c(C(=O)O)cc1OC,2.1,-165.9,3.7,0.5,2.1,-9.0,3.2,1.1,-1.7,0.2,-0.2
CN(C)c1nn(C(=O)Nc2ccc(Cl)cc2Cl)cc1-c1ccccc1,-1.4,9.8,4.9,0.8,7.5,0.5,4.1,1.1,-0.9,0.2,0.0
O=C(CCNC(=O)c1ccc([N+](=O)[O-])cc1)NCCc1ccc(Cl)cc1,-1.6,-4.1,-2.1,0.8,-9.2,-0.5,0.1,-0.2,-1.4,0.4,0.0
CC(Cc1ccccc1)C(=O)N(C)Cc1cccnc1 (centres undefined),-0.6,-4.1,1.5,-0.2,-1.1,8.5,2.6,-1.3,-1.4,0.0,-0.1
CC(=O)N1N=C(c2ccc(C)o2)CC1c1ccc(F)cc1 (centres undefined),0.2,-8.2,-0.3,0.0,11.5,-0.4,-1.6,3.0,-1.1,0.8,0.1
COc1ccc(CN2C(=O)N3Cc4cc(OC)ccc4C3CS2(=O)=O)cc1 (centres undefined),-2.4,2.1,-5.5,nt,-0.2,6.7,-2.8,nt,-1.7,-4.3,-0.7
Cc1ccn2c(=O)nc(SCC(=O)N3N=C(c4cccs4)CC3c3ccc(F)cc3)nc2c1 (centres undefined),-4.1,-6.1,-0.5,-1.0,-2.7,4.7,-1.4,-3.5,-0.8,-1.7,-1.1
O=C(/C=C/c1ccco1)NC(=S)Nc1ccccc1O,2.5,1.9,0.8,nt,-3.4,3.7,3.4,4.5,-0.3,6.8*,-0.2
O=C(OCc1nnc(-c2cccs2)o1)C1=NN(c2ccccc2)C(=O)CC1,-0.6,-19.9,-0.7,-0.3,-0.8,7.5,-3.5,1.5,-0.4,0.7,-0.4
Cc1ccc(S(=O)(=O)N(C)CC(=O)O/N=C(\N)c2ccccn2)cc1,-0.8,-1.7,-3.5,-0.9,6.6,-1.9,-0.8,-1.8,-1.4,-1.8,-0.6
Cc1ccc(C)c(NC(=S)NCCCN2CCOCC2)c1,2.7,-3.1,1.0,0.0,3.5,2.8,3.1,2.3,0.9*,-1.4,0.6
Cc1ccc(OCC(=O)NNC(=O)CSc2ncnc3sc(C)c(C)c23)cc1,-8.3,3.8,1.3,1.8,-1.6,-1.6,-3.0,0.0,-1.3,-0.5,0.4
COc1ccc(CCN(C)C(=O)CCNC(=O)c2ccc(Br)cc2)cc1OC,-5.0,4.7,-2.0,-0.6,-4.9,-7.8,-2.2,2.8,-0.9,-1.5,-1.4
CS(=O)(=O)N1CCN(c2ccc(C(=O)N3CCOCC3)cc2[N+](=O)[O-])CC1,-1.9,-4.5,1.8,1.3,-3.5,2.5,-1.6,1.2,-1.3,0.0,-0.1
Cc1ccc(S(=O)(=O)N2CCC(C(=O)Nc3ccc4c(c3)COC4=O)CC2)cc1,-5.3,0.3,-4.5,-0.9,0.6,-7.2,1.5,-0.1,-1.4,-0.8,-1.4
C=CCn1c(CNC(=O)c2ccccc2F)nnc1SCC(=O)NC(C)c1ccccc1 (centres undefined),4.2,-10.7,-4.6,0.5,4.2,15.6,0.2,-1.1,-1.4,-0.6,0.6
O=C(CN(C(=O)c1csnn1)c1ccccc1Cl)NCCc1ccccc1,1.3,-8.7,-2.0,0.6,2.8,-1.1,0.8,0.5,-1.2,-1.8,-0.4
CC(C)(C)C(=O)OC12CCCN(C1)/C(=C/c1cccnc1)C2 (centres undefined),1.5,3.1,-4.5,nt,2.9,0.4,0.3,nt,-0.7,-0.5,-1.2
O=C(O)CCCC(=O)N1N=C(c2ccco2)CC1c1ccco1 (centres undefined),4.9,-2.4,-1.7,0.6,0.5,7.9,-0.7,1.2,-0.7,0.1,-0.3
CCOc1ccccc1NC(=O)N1CCC(c2nc3ccccc3[nH]2)CC1,3.0,0.1,-2.7,1.1,3.5,-7.5,3.0,2.6,-0.2,0.2,-0.6
COc1ccc(N(C(=O)c2snc(C(N)=O)c2N)C(C(=O)NCc2ccccc2)c2ccc(F)cc2)c(OC)c1 (centres undefined),-8.6,-107.0,-3.5,1.3,-12.0,-7.2,-1.9,-5.1,-0.9,-2.3,0.2
COc1cc(CN2CC(C)CC(C)C2)cc([N+](=O)[O-])c1O (centres undefined),4.3,7.0,4.5,-0.1,3.4,-10.3,2.9,1.6,-0.6,-3.1,-0.5
ClC(CCN1CCN(Cc2ccccc2)CC1)c1ccccc1 (centres undefined),-2.0,-3.7,-1.2,5.7*,2.4,4.2,-1.8,0.0,-0.6,-0.6,-0.4
C=CCN1C(=O)/C(=C\C=C2\N(C)c3ccccc3C2(C)C)SC1=S,0.8,2.6,3.7,0.4,0.4,1.7,-1.1,0.0,-0.9,1.3,0.1
CCn1c(SCC(=O)OC2CCCCC2)nc2ccccc2c1=O,-2.2,-1.7,-3.5,0.0,-0.1,-2.2,-0.1,0.3,-2.0,-2.3,-0.6
O=C(Nc1ccc(S(=O)(=O)N2CCOCC2)cc1)C1CCN(S(=O)(=O)c2ccccc2)CC1,3.7,-5.0,-4.1,-2.6,-0.9,-11.3,-2.8,0.5,-0.9,-2.0,-2.7
CS(=O)(=O)CCC(C(=O)OCc1ccc(Br)cc1)N1C(=O)c2ccccc2C1=O (centres undefined),-3.0,8.1,-2.9,-1.0,-3.5,1.5,4.0,0.6,-0.4,-1.1,-0.1
O=c1c2c(nc3n1CCCCC3)-c1ccccc1CC21CCCCC1,-9.9,-6.8,-1.9,0.2,-5.8,8.4,1.6,-0.5,-1.3,-1.3,0.6
NC(=O)NC(=O)CN1c2cccc3cccc(c23)S1(=O)=O,0.1,-51.5,-1.5,0.4,-0.3,-0.2,-0.6,4.6,-0.8,-0.7,0.0
COc1ccccc1OC(C)C(=O)N1CCC(Cc2ccccc2)CC1 (centres undefined),-5.0,-4.3,-4.1,-1.0,5.5,-1.8,-1.7,-0.9,-1.9,-2.8,-0.3

# Screens as filed in PubChem.
